# Compound activity: PubChem, several laboratories
# CHRM5 agonist: human M5 muscarinic receptor agonists, primary screen, CHO-K1 cells, Fluo-8 calcium fluorescence; actives 0.19% (n = 360,000); CHO-K1 hM5 cells; 0% DMSO wells, 100% maximal acetylcholine response; activation, % at 3 µM;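 active means activation above the run's mean over test compounds plus 3 SD, cut at about 23% in these data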;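 further: signal is peak over basal fluorescence ratio across the kinetic read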
# Target sequence (P08912 whole entry, looked up): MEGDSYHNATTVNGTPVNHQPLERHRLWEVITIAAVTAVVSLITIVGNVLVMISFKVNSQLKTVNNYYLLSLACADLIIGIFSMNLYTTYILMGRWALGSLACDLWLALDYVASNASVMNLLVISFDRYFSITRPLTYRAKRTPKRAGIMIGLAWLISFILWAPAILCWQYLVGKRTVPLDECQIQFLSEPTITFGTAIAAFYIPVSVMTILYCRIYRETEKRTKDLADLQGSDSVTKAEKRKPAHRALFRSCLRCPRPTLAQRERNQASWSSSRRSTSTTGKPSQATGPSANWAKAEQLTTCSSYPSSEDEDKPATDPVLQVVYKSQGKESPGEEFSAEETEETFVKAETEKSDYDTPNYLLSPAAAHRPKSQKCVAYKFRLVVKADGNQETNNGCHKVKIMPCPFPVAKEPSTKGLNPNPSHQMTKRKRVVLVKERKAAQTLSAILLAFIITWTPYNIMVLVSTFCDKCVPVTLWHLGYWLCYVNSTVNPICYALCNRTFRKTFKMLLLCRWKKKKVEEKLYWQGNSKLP
# CHRM4 PAM: human M4 muscarinic receptor positive allosteric modulators, primary screen, CHO-K1 cells, Fluo-8 calcium fluorescence. Muscarinic acetylcholine receptor M4 (Homo sapiens), P08173. CHO-K1 hM4/Gqi5, ACh EC20; 0% = ACh EC20, 100% = maximal ACh. actives 0.4% (n = 360,000). activation, % at 3 µM;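 active means activation above its plate's cutoff, the mean activation of sample wells plus 3 SD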; further: some results filed as inactive read as strong as hits
# CRFBP-R2 agonist: agonists of CRF-BP/CRF-R2 complex, primary screen, cell-based, HEK293, calcium dye fluorescence, uHTS | CRF-binding protein / CRF receptor 2 complex (human) | calcium dye fluorescence (FLIPR); percent of saturating CRF peptide response | activation, % at 13.2 µM | actives 0.46% (n = 350,000);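 active means activation of at least 50%, plus an integration ratio under a set limit after plate pattern correction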;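 further: plate controls were neutral control wells without compound for no effect and CRF at EC100 for full effect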
# CHRM4 agonist: human M4 muscarinic receptor agonists, primary screen, CHO-K1 cells, Fluo-8 calcium fluorescence. Muscarinic acetylcholine receptor M4 (Homo sapiens), P08173. activation, % at 3 µM. AID 624127, 2012. actives 0.14% (n = 360,000). CHO-K1 hM4/Gqi5; vehicle 0%, full acetylcholine response 100%;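 active means activation above the run mean over all test wells plus 3 SD, cut at about 32% in these data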;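 further: peak over basal fluorescence ratio per well then scaled between controls; 0% = DMSO wells and 100% = acetylcholine at EC100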
# M5 antag: human M5 muscarinic receptor antagonists, primary screen, CHO cells, Fluo-8 calcium fluorescence. inhibition, % at 3 µM. CHO-hM5 cells, ACh EC80. Muscarinic acetylcholine receptor M5 (Homo sapiens), P08912. actives 0.59% (n = 360,000). AID 624040, 2012;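 active means inhibition above a per-plate cutoff, the mean of that plate's test compounds plus 3 SD, cut at about 27% in these data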;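 further: 0% = acetylcholine EC80 with DMSO and 100% = DMSO without agonist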
# M4 antag: human M4 muscarinic receptor antagonists, primary screen, CHO cells, Fluo-8 calcium fluorescence; Muscarinic acetylcholine receptor M4 (Homo sapiens), P08173; CHO-hM4 cells, ACh EC80; inhibition, % at 3 µM; actives 0.73% (n = 360,000); AID 624125, 2012;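 active means inhibition above its plate's cutoff, the mean inhibition of sample wells plus 3 SD, cut at about 27% in these data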;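 further: 0% = acetylcholine EC80 with DMSO and 100% = DMSO without agonist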
# CRFBP-R2 block: antagonists of CRF-BP/CRF-R2 complex, primary screen, cell-based, HEK293, calcium dye fluorescence, uHTS; CRF-induced calcium fluorescence; inhibition, % at 11.8 µM; actives 0.59% (n = 350,000);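 active means inhibition of the ligand-induced calcium signal above about 50% at the single tested concentration, limit read from the data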
# CHRM1 PAM: human M1 muscarinic receptor positive allosteric modulators, primary screen, CHO-K1 cells, Fluo-8 calcium fluorescence, 1536-well | Muscarinic acetylcholine receptor M1 (Homo sapiens), P11229 | CHO-K1 hM1, ACh EC20; 0% = ACh EC20, 100% = maximal ACh | activation, % at 3 µM | actives 0.088% (n = 360,000) | AID 588819, 2011; in the data active means activation above about 19%, passing the limit was not always enough
# Target sequence (P11229 whole entry, looked up): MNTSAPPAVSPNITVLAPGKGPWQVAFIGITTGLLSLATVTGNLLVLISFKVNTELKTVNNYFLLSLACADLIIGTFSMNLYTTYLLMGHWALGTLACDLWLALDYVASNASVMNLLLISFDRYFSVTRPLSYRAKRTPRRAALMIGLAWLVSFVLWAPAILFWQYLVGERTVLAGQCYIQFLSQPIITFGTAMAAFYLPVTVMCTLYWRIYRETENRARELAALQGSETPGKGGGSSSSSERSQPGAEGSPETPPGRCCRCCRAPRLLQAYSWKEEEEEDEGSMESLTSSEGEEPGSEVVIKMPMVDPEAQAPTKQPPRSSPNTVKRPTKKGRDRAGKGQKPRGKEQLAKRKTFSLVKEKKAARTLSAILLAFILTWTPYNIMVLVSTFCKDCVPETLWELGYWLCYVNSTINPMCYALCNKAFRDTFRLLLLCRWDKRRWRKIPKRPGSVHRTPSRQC
# CHRM5 PAM: human M5 muscarinic receptor positive allosteric modulators, primary screen, CHO-K1 cells, Fluo-8 calcium fluorescence; actives 0.3% (n = 360,000); activation, % at 3 µM; Muscarinic acetylcholine receptor M5 (Homo sapiens), P08912; CHO-K1 hM5, ACh EC20 PAM; 0% = ACh EC20, 100% = ACh EC100;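 active means activation above the run cutoff, the mean activation of all test compounds plus 3 SD, cut at about 18% in these data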
#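 Assay system – human M5 receptor in CHO-K1 cells · Read-out – % activation, ACh-normalized · Technique – Fluo-8 calcium fluorescence · Dosing – single-point, 3 µM nominal · Incubation – Fluo-8 loading 80 min at 37 °C plus 30 min room temperature · Repeats – singlicate, one well per test compound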
# Starred values were filed as active, the others as inactive; . = no result given. Not a hit list (roughly 2.6% active in at least one column).
SMILES,CHRM5 agonist,CHRM4 PAM,CRFBP-R2 agonist,CHRM4 agonist,M5 antag,M4 antag,CRFBP-R2 block,CHRM1 PAM,CHRM5 PAM
COc1ccc(C(=O)NCc2nnc(SCC(=O)Nc3cc(C)on3)o2)cc1OC,1,0,-3.6,0,5,-1,6,4,1
OC(C#CCN1CCCC1)(c1ccccc1)c1cccc(F)c1 (configuration not stated),-8,-16,-0.3,2,98*,94*,0,-28,-19
COc1ccc(S(=O)(=O)Nc2cc3c4c(c2)C(C)C(=O)N4CCC3)cc1OC (configuration not stated),-3,3,0.0,1,-16,-4,19,14,11
CC(C)Cn1ccc(=O)n(CC(C)C)c1=O,-1,10,-1.9,2,1,-1,14,5,2
Nc1ccc(C(=O)N/N=C\c2cc(N=Nc3cccc4ccccc34)ccc2O)cc1,-1,1,-0.3,0,2,10,59*,7,0
CCOC(=O)c1ccc2c(c1)[n+](CC)c(C)n2-c1ccccc1,-3,3,-1.3,1,-5,2,-8,11,2
C[C@H](N)c1nnc(SCC(N)=O)o1,2,18,2.2,1,-4,-16,0,1,2
Cc1cc(C(=O)Cn2nnc3ccccc3c2=O)c(C)n1Cc1cccs1,1,6,3.6,0,-1,-4,-16,7,-5
CCC[C@@H](CN1CCC[C@H]1CN1C(N)=NC[C@H]1CC(C)C)N1C[C@@H](Cc2ccccc2)N(CCCC2CCCC2)C1=N,-4,-9,3.4,-1,1,11,37,-11,-6
C#CCNC(=O)C[C@@H]1C[C@@]2(C(=O)OC)CCCCC=C2N(Cc2ccco2)C1=O,7,6,.,1,-17,-2,.,.,14
CN(C1CCS(=O)(=O)C1)S(=O)(=O)c1ccc2ccccc2c1 (configuration not stated),-2,16,3.7,2,6,-9,5,5,-6
O=c1[nH]c(-c2ccccc2)nc(-c2ccccc2)c1Cl,-1,1,-1.7,6,1,-19,12,4,-7
CCOC(=O)CSc1nnc(-c2cccs2)n1-c1ccccc1,-5,-4,2.2,1,4,8,-5,3,-4
O=C(NCC1CCCO1)C1CCCN1C(=O)Nc1ccc(Cl)c(Cl)c1 (configuration not stated),-2,-3,1.4,0,8,-1,-4,3,-2
CCOc1ccc(N2CC(C(=O)Nc3nnc(Cc4ccccc4)s3)CC2=O)cc1 (configuration not stated),-3,-4,-0.2,2,-5,-4,-13,15,5
O=S(=O)(c1ccc(Cl)cc1)N1CCC(n2cnc3cc(C(F)(F)F)ccc32)CC1,2,4,7.9,0,4,6,-13,8,-4
CN(CC(=O)Nc1ccccc1N1CCOCC1)S(=O)(=O)c1ccc(Cl)cc1,-4,9,-0.5,2,-3,-4,13,5,2
COc1cc(NC(=O)Nc2nc(C(N)CCc3ccccc3)cs2)cc(OC)c1OC (configuration not stated),0,1,.,2,-3,-1,.,2,3
COCCNc1cc(C)c(C#N)c2nc3ccccc3n12,2,-2,-1.6,0,-14,0,3,3,9
O=c1[nH]c(SCc2ccccc2Cl)nc2c1cnn2-c1ccccc1,0,9,0.8,0,-1,-21,-10,16,3
CCCN(CCC)c1c([N+](=O)[O-])c(=O)oc2ccccc12,2,6,1.8,1,-7,-1,1,15,6
O=C(CN1CCOCC1)NCc1ccccc1,1,12,4.7,1,-4,1,18,9,0
Cn1nccc1-c1cc(Cl)cc(Cl)c1O,2,2,-0.8,8,0,-20,-19,12,2
COC(=O)/C(C#N)=C/c1c(Oc2cc(C)cc(C)c2)nc2ccccn2c1=O,-2,2,-1.7,0,9,7,-20,1,1
Cc1cccc(C)c1NC(=S)N/N=C1\CC2CC=CC12 (configuration not stated),-1,-1,-0.4,1,7,-1,1,7,-2
SMILES,CHRM5 agonist,CHRM4 PAM,CRFBP-R2 agonist,CHRM4 agonist,M5 antag,M4 antag,CRFBP-R2 block,CHRM1 PAM,CHRM5 PAM
CC(C)C(=O)Nc1cccc(NC(=O)c2cccc(Br)c2)c1,1,4,-3.1,9,9,-1,-10,4,-11
COCCn1c(=O)[nH]c2cc(C(=O)Nc3cccc(C(C)=O)c3)ccc2c1=O,0,1,-0.5,2,14,-1,-1,-2,-1
O=C(NC1CCCC1)C(c1ccc(Cl)cc1)N1CCOCC1 (configuration not stated),2,5,0.5,0,-1,-16,2,13,5
O=C1CCCN1CCC1CCN(C(=S)Nc2ccc(F)cc2)CC1,1,-1,-0.6,2,-1,3,21,5,3
Cc1ccc(-c2nnc(SCC(=O)Nc3nccs3)n2N)cc1,-3,8,-0.4,-1,5,-4,-15,9,-2
Cc1cc(/C=N/NS(=O)(=O)c2ccc(F)c(Cl)c2)no1,5,3,-0.4,1,-8,-1,-6,12,12
COc1ccc(NC(=O)C2CCN(C(=O)NC3CCCCC3)CC2)c(OC)c1,-3,5,1.9,1,-1,3,5,8,1
Cc1occc1-c1nnc(SCC(=O)Nc2ccccc2)n1CCc1ccccc1,-4,5,-0.1,0,-4,2,-3,1,0
COC(=O)C1CCN(C(=O)COC(=O)c2ccc3[nH]c4c(c3c2)CCCC4)CC1,3,1,0.9,3,4,-1,-9,6,4
CCOc1ccccc1NC(=O)c1nc[nH]c1C(=O)Nc1ccccc1OCC,-5,2,0.2,2,-1,7,2,6,2
O=C(CCc1nnc(CCCc2ccccc2)o1)NCCc1ccco1,-3,5,0.8,1,14,4,8,17,-5
Cc1ccc(C(O)c2nccn2C)o1 (configuration not stated),-2,12,3.4,1,-6,-14,1,1,3
Oc1ccc(/C=N/NC(=S)N2CCOCC2)cc1,-4,0,-0.9,1,-1,-3,8,8,-3
Cc1cccc(OCCCC(=O)NCCc2ccccc2)c1,-4,0,-2.1,0,-4,-5,30,2,1
COc1ccc(NC(=O)CN2C(=O)COc3ccc(S(=O)(=O)N4CCOCC4)cc32)c(OC)c1,0,-5,-0.5,0,6,-5,-9,7,-1
O=C(NCc1nc(-c2ccccc2)no1)c1cccs1,-1,2,0.1,2,0,-5,4,11,1
COCCN1C[C@@H](CO)O[C@@H](n2cnc3c(NC(C)C)ncnc32)C1,0,-1,.,1,3,0,.,-3,0
O=[N+]([O-])c1ccccc1/C=N/Nc1nnc(-c2ccccc2)c(-c2ccccc2)n1,1,-5,-0.4,8,5,7,0,-6,-12
O=[N+]([O-])c1ccccc1CS(=O)(=O)c1ccccc1,-5,8,-2.9,0,7,-2,10,-3,6
CCc1ccc(-c2nn(Cc3ccccc3)cc2C(=O)NCC2CCCO2)cc1 (configuration not stated),0,5,0.0,2,-1,-11,-2,-2,0
Cc1ccc(C(=O)N2CCc3cc4c(cc3C2C)OCCCO4)cc1 (configuration not stated),-6,-16,-0.6,6,1,0,-2,-12,1
COc1ccc(NS(=O)(=O)c2ccc(NC(=S)NC(=O)/C=C/c3ccc(C)cc3)cc2)nn1,1,-2,-0.4,1,2,2,2,4,0
Cc1ccc(OCC(=O)Nc2ccc3c(c2)C(=O)N(CCC(=O)O)C3=O)cc1,2,-2,-1.4,1,7,12,-9,6,-1
CC(C)N1CC2(CC(c3ccc(Cl)cc3Cl)=NO2)CN1C(=O)c1ccc(C(C)(C)C)cc1 (configuration not stated),0,4,0.3,2,-3,-1,-27,4,3
CC(C)CC(=O)NC(Nc1ccc([N+](=O)[O-])cc1)C(Cl)(Cl)Cl (configuration not stated),7,-17,0.7,15,18,14,1,-14,-20

# Single records (already shown). Values in the order: CHRM5 agonist | CHRM4 PAM | CRFBP-R2 agonist | CHRM4 agonist | M5 antag | M4 antag | CRFBP-R2 block | CHRM1 PAM | CHRM5 PAM
# Cc1cccc(OCCCC(=O)NCCc2ccccc2)c1 as listed: -4 | 0 | -2.1 | 0 | -4 | -5 | 30 | 2 | 1
# Oc1ccc(/C=N/NC(=S)N2CCOCC2)cc1 as listed: -4 | 0 | -0.9 | 1 | -1 | -3 | 8 | 8 | -3
# O=C(CCc1nnc(CCCc2ccccc2)o1)NCCc1ccco1 as listed: -3 | 5 | 0.8 | 1 | 14 | 4 | 8 | 17 | -5
# O=[N+]([O-])c1ccccc1/C=N/Nc1nnc(-c2ccccc2)c(-c2ccccc2)n1 as listed: 1 | -5 | -0.4 | 8 | 5 | 7 | 0 | -6 | -12

# Other records.
SMILES,CHRM5 agonist,CHRM4 PAM,CRFBP-R2 agonist,CHRM4 agonist,M5 antag,M4 antag,CRFBP-R2 block,CHRM1 PAM,CHRM5 PAM
Cc1ccccc1OCCOC(=O)c1cc(S(=O)(=O)N2CCOCC2)ccc1C,0,4,-1.6,0,3,0,-2,0,5
CCOc1ccc(-c2nnc(-c3cccs3)o2)cc1,-1,3,0.7,1,3,-3,-19,7,-2
O=C(COC(=O)c1ccc(OC(F)F)cc1)NCCC1=CCCCC1,-1,-2,-1.8,0,6,11,12,-4,-3
Cc1ccc(C)c(S(=O)(=O)N2CCCCC2CCNC(=O)C(=O)NCc2ccccn2)c1 (configuration not stated),-3,2,0.8,1,9,-11,7,9,4
C[C@H](NC(=O)N1CCn2c1nc1ccccc12)C(=O)NC1CCCCC1,-5,2,-0.8,-1,10,0,-11,12,0
Cc1ccc(/C=N/N=C2/NC(=O)C(CC(=O)Nc3ccccc3)S2)o1 (configuration not stated),0,0,-3.2,1,-6,-9,-3,9,8
Brc1ccc(-n2cccc2/C=N/n2cnnc2)cc1,-1,-2,-1.3,1,2,1,9,-2,1
Cc1cc(C)n(CCNC(=O)CC2C(=O)NCCN2Cc2ccccc2C(F)(F)F)n1 (configuration not stated),-3,5,1.6,1,5,4,21,5,-3
CCc1nc(SCC(=O)Nc2ccccc2OC)n[nH]1,1,4,0.4,1,3,-7,15,-1,0
CCOC(=O)C1(Cc2cccc(Cl)c2)CCCN(C(=O)C2CC2)C1 (configuration not stated),-7,9,-2.1,1,-5,-6,12,5,1
O=C(Cn1cc2c(n1)CCCC2)NCc1cccc(Cl)c1,-2,-6,-5.0,1,0,-5,3,-6,-6
CCOC(=O)C1=C(c2ccccc2)NC(=O)NC1c1ccc(OCC#N)c(OC)c1 (configuration not stated),-9,9,1.2,0,-7,-8,-3,3,-3
Cc1ccc(S(=O)(=O)N(CC(=O)NCCSC2CCCCC2)c2ccccc2F)cc1,1,6,0.1,1,-7,-3,-5,10,1
Cc1ccccc1-n1c(=O)c(C#N)cc2c(=O)n3ccccc3nc21,-1,-8,0.9,0,-8,8,4,13,3
COc1ccccc1NC(=O)C(C)NC(c1ccccc1)c1ccccc1 (configuration not stated),-6,11,1.2,-2,3,-11,21,5,0
CC(=O)Nc1cccc(C(=O)N/N=C/c2ccc(F)cc2)c1,-1,1,-0.1,1,5,9,3,10,-5
Cc1cc(C)nc(SCc2nnc(SCC(=O)Nc3nccs3)n2Cc2ccco2)n1,0,10,-0.3,-2,0,-7,5,12,-1
COc1ccc(C(=O)Nc2ccc(Cl)cn2)cc1S(=O)(=O)N1CCCC1,1,9,-3.3,3,-4,-7,-9,0,3
O=C(N/C(=C\c1ccco1)C(=O)N1CCCC1)c1ccccc1,-1,-5,2.6,0,2,2,-11,18,10
Cc1cc(N)n(-c2ccc(S(=O)(=O)N3CCCC3)cc2[N+](=O)[O-])n1,0,-10,0.4,0,3,9,-7,0,-2
